Source: PubChem BioAssay
PfM18AAP inh = PfM18AAP enzyme inhibition | 290,000 compounds, 1.2% hits | inhibition, % at 7.35 µM | recombinant PfM18AAP, H-Glu-NHMec fluorogenic cleavage;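 active means inhibition above the campaign mean inhibition over all tested compounds plus 3 SD, cut at about 28% in these data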;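 further: 0% = plate median of test compound wells and 100% = 2 mM ZnCl2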
PHOSPHO1 block = blocks human PHOSPHO1 phosphatase activity. Q8TCT1. recombinant PHOSPHO1, absorbance phosphatase assay. inhibition, % at 13.3 µM. 290,000 compounds, 1.1% hits. AID 1565; in the data active means inhibition above about 60%
IMP-1 inh = blocks Pseudomonas aeruginosa IMP-1 metallo-beta-lactamase; purified IMP-1, nitrocefin hydrolysis, epi-absorbance fluorescence; inhibition, % at 5.6 µM; 290,000 compounds, 0.45% hits; AID 1556;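 active means inhibition above the mean plus 3 SD of all compounds in the same screening run, cut at about 4.5% in these data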;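 further: 0% = IMP-1 with DMSO and 100% = DMSO wells lacking enzyme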
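assay system = purified recombinant IMP-1 metallo-beta-lactamase enzyme | schedule = 15 min preincubation plus 25 min reaction at 25 °C | signal = Epi-absorbance fluorescence, 480 nm excitation, 530 nm emission | read-out basis = percent inhibition from optical density relative to buffer-blank wells | controls = IMP-1 with DMSO as 0%, enzyme-free DMSO as 100%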
p-CIP stab down = p/CIP protein destabilization | Q05BA5 | F442A p/CIP-EGFP cells, EGFP fluorescence, 16 h | decrease of EGFP signal, % at 10 µM | 290,000 compounds, 0.01% hits;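 active means EGFP signal decrease of at least 30% at 10 µM or well 3 SD below plate mean, unless failing retest; inactive means the rest, including hits failing retest or dose response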; further: some compounds called inactive have numbers as strong as hits; many of its hits are not listed in these tables
GPR7 antag = blocks human GPR7 receptor signaling; inhibition, % at 4.4 µM; P48145; 290,000 compounds, 1.1% hits; GPR7-expressing cells, fluorescence antagonist assay; in the data active means inhibition above about 16%, passing the limit was not always enough;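 further: cells stimulated with the agonist NPW; 0% = agonist with vehicle and 100% = vehicle without agonist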
NALP1 yeast inh = inhibitors of NALP1 inflammasome in yeast. S. cerevisiae NALP1/ASC/caspase-1 growth, X-gal OD620, 72 h. inhibition, % at 10 µM. 280,000 compounds, 0.61% hits. AID 2071; in the data active means inhibition mostly above about 24%, no sharp cut-off; inactive means mostly below about 32%; further: some compounds called inactive have numbers as strong as hits
VIM-2 inhibitor = inhibitors of Pseudomonas aeruginosa VIM-2 metallo-beta-lactamase; AID 1527; 290,000 compounds, 0.89% hits; purified VIM-2, nitrocefin hydrolysis, epi-absorbance fluorescence; inhibition, % at 5.6 µM;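 active means inhibition above the mean of all tested compounds plus 3 SD, cutoff set per screening run, cut at about 7.5% in these data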;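 further: red hydrolysis product quenches plate fluorescence so inhibitors raise well fluorescence; 0% = enzyme with DMSO and 100% = DMSO without enzyme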
IDE cell inh = inhibits human insulin-degrading enzyme in HEK cells | inhibition, % at 5.59 µM | 320,000 compounds, 0.41% hits | P14735 | FAbetaB cleavage, fluorescence polarization;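 active means percent inhibition above the average of all tested compounds plus 3 SD, set per screening campaign, cut at about 16% in these data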;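 further: IDE supplied by intact live HEK cells; FP after avidin binding of uncleaved biotin substrate so inhibition keeps polarization high; 0% = DMSO wells and 100% = 60 µM reference IDE inhibitor Ii1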
IDE act = IDE (human) activation, cell-based; P14735; HEK cells, FAbeta-B cleavage, fluorescence polarization; 0% vehicle, 100% cell-free pure enzyme wells; activation, % at 5.96 µM; 340,000 compounds, 0.073% hits; AID 493087;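 active means activation above the mean of all tested compounds plus 3 SD, set per screening campaign, cut at about 17% in these data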
Numbers without * were called inactive; / = no result given.

# | Compound | PfM18AAP inh | PHOSPHO1 block | IMP-1 inh | p-CIP stab down | GPR7 antag | NALP1 yeast inh | VIM-2 inhibitor | IDE cell inh | IDE act
1 | COc1ccc(-c2[nH]ncc2CN2CCN(Cc3cccs3)CC2)c(F)c1 | 4 | 40 | -2.7 | -14 | -6 | 1 | -4.0 | -4 | -4
2 | Oc1c(Cl)cc(Cl)cc1C1=NNC(c2ccc(Cl)cc2)C1 (configuration not stated) | 2 | 2 | -1.6 | -4 | -4 | -4 | -3.5 | / | 2
3 | Cc1[nH]nc2c1C(C(C)C)C(C#N)=C(N)O2 (configuration not stated) | 1 | 1 | -2.3 | 2 | -1 | 2 | -1.5 | -4 | -5
4 | CS(=O)(=O)c1ccc(Cl)c(C(=O)NC2CCSc3ccccc32)c1 (configuration not stated) | -9 | 19 | -3.4 | -19 | 3 | 18 | -3.1 | -4 | 0
5 | O=C(Nc1ccccc1)N1N=C(c2ccc(F)cc2)CC1c1ccc(F)cc1 (configuration not stated) | -2 | 9 | -0.6 | 6 | 3 | 13 | 0.3 | 6 | -3
6 | CCCn1c(SCC(=O)c2ccc3c(c2)NC(=O)CO3)nc2ccccc21 | 7 | -16 | -0.7 | -8 | 7 | 10 | -3.5 | 2 | 4
7 | Cc1ccc(NC(=O)c2cc(S(=O)(=O)N3CCOCC3)cs2)cc1 | 9 | 43 | -2.6 | -11 | -12 | -8 | -2.8 | -2 | 0
8 | COc1ccc(C2(O)CC3CCC(C2)N3c2nc(C)cc(C)c2C#N)cc1 (configuration not stated) | 3 | -28 | -2.9 | -14 | -4 | 14 | -2.0 | 3 | -3
9 | CC(=O)Nc1ccc(/C=C2/Sc3ccccc3C2=O)cc1 | 6 | 3 | -1.9 | -8 | -2 | -18 | -1.9 | 1 | -4
10 | CCNS(=O)(=O)c1ccc(C)c(-n2cnnn2)c1C | -4 | -38 | -5.3 | -8 | -14 | 16 | -1.4 | 3 | 5

Quoted at random: 3 records from the list.
# | Compound | PfM18AAP inh | PHOSPHO1 block | IMP-1 inh | p-CIP stab down | GPR7 antag | NALP1 yeast inh | VIM-2 inhibitor | IDE cell inh | IDE act
9 | CC(=O)Nc1ccc(/C=C2/Sc3ccccc3C2=O)cc1 | 6 | 3 | -1.9 | -8 | -2 | -18 | -1.9 | 1 | -4
2 | Oc1c(Cl)cc(Cl)cc1C1=NNC(c2ccc(Cl)cc2)C1 (configuration not stated) | 2 | 2 | -1.6 | -4 | -4 | -4 | -3.5 | / | 2
8 | COc1ccc(C2(O)CC3CCC(C2)N3c2nc(C)cc(C)c2C#N)cc1 (configuration not stated) | 3 | -28 | -2.9 | -14 | -4 | 14 | -2.0 | 3 | -3

(list continues)
# | Compound | PfM18AAP inh | PHOSPHO1 block | IMP-1 inh | p-CIP stab down | GPR7 antag | NALP1 yeast inh | VIM-2 inhibitor | IDE cell inh | IDE act
11 | O=C(Nc1ccc(Cc2ccncc2)cc1)c1ccc(Cl)c([N+](=O)[O-])c1 | -1 | 4 | -2.0 | -11 | -7 | -13 | -0.7 | 3 | 0
12 | O=[N+]([O-])c1ccc(/C=C/c2ccc3ccccc3n2)cc1 | -17 | 23 | -0.5 | -1 | 0 | -4 | 0.5 | 2 | 4
13 | O=C(CCCN1C(=O)/C(=C/c2cccs2)SC1=S)Nc1cccc(O)c1 | 1 | 32 | -0.9 | -15 | 5 | -13 | -1.8 | -1 | 4
14 | O=C(NCCc1ccccc1)C1CCC(Cn2c(=O)c3ccccc3n(Cc3cccc(F)c3)c2=O)CC1 (configuration not stated) | 6 | -4 | -3.5 | -9 | -9 | 26 | -2.3 | 1 | 4
15 | CCCCNc1nc(NC)nc(Cl)c1SC | 0 | 49 | -1.0 | -6 | -3 | -2 | -1.2 | 5 | 2
16 | CCC1CCCCN1C/C=C/c1ccccc1[N+](=O)[O-] (configuration not stated) | -4 | 17 | -0.8 | -12 | 10 | 23 | 0.6 | 2 | -1
17 | O=C(NCc1nc2ccccc2[nH]1)c1ccc(S(=O)(=O)N2CCCC2)cc1 | 7 | 12 | -5.0 | 9 | -18 | -11 | -2.5 | 2 | -3
18 | Cn1cc(S(=O)(=O)NCC2CCCO2)c(=O)n(C)c1=O (configuration not stated) | 1 | 3 | -4.3 | -5 | 3 | / | -3.9 | -1 | -2
19 | COc1cccc(N(C(=O)c2ccn[nH]2)C2(C(=O)Nc3c(C)cccc3C)CCCCC2)c1 | 0 | -2 | -1.6 | -1 | -1 | -4 | -0.9 | 0 | 4
20 | COc1ccc(CNC(=O)CCSCc2cccc(Cl)c2)cc1 | 2 | 7 | -1.9 | 0 | -1 | 20 | -1.2 | 5 | 4

Single records, from the list above. Order of screens: PfM18AAP inh | PHOSPHO1 block | IMP-1 inh | p-CIP stab down | GPR7 antag | NALP1 yeast inh | VIM-2 inhibitor | IDE cell inh | IDE act
O=C(Nc1ccc(Cc2ccncc2)cc1)c1ccc(Cl)c([N+](=O)[O-])c1 in the list: -1 | 4 | -2.0 | -11 | -7 | -13 | -0.7 | 3 | 0
COc1cccc(N(C(=O)c2ccn[nH]2)C2(C(=O)Nc3c(C)cccc3C)CCCCC2)c1 in the list: 0 | -2 | -1.6 | -1 | -1 | -4 | -0.9 | 0 | 4
Cn1cc(S(=O)(=O)NCC2CCCO2)c(=O)n(C)c1=O (configuration not stated) in the list: 1 | 3 | -4.3 | -5 | 3 | / | -3.9 | -1 | -2

(further entries)
# | Compound | PfM18AAP inh | PHOSPHO1 block | IMP-1 inh | p-CIP stab down | GPR7 antag | NALP1 yeast inh | VIM-2 inhibitor | IDE cell inh | IDE act
21 | CCOC(=O)c1c(NC(C)=O)sc2c(OCC(O)CNC(C)(C)C)c(Br)ccc12 (configuration not stated) | -13 | -8 | -3.6 | -16 | 0 | 26* | 6.2 | 1 | 3
22 | O=C(CNCc1ccncc1)Nc1cc(S(=O)(=O)N2CCCCC2)ccc1Cl | 7 | 20 | -2.0 | 16 | -5 | -16 | -2.3 | 3 | 5
23 | COc1cc(NC(=O)CSc2ccc(-c3ccccn3)nn2)cc(OC)c1 | -1 | 27 | -2.0 | -2 | -9 | 6 | -2.4 | -1 | -2
24 | COc1ccc(CNc2nc3ccccc3n2C(C)C)cc1 | -1 | / | -2.8 | 1 | -10 | 13 | -0.7 | 4 | 0
25 | Cc1cc2ncn(/N=C/c3cc(Br)ccc3O)c2cc1C | 7 | 8 | 1.8 | -17 | 8 | -5 | -0.3 | / | /
26 | COc1ccc(-c2nnc(SCC(=O)NC3CCCc4ccccc43)n2N)cc1 (configuration not stated) | 2 | -4 | -3.8 | -7 | -5 | 10 | -2.1 | 6 | 3
27 | CCN1CC(=O)Nc2cc(S(=O)(=O)N3CCOCC3)ccc21 | 3 | -10 | 0.6 | -3 | 3 | 2 | 0.0 | -2 | 4
28 | Cc1cc(C)nc(/N=C2\NC(=O)CC(C(=O)O)N2c2ccc(C)c(C)c2)n1 (configuration not stated) | -11 | 12 | -3.1 | -5 | 1 | 9 | -2.0 | -1 | 4
29 | Cc1ccc(C)c(N2CCN(C(=O)c3cn(C)c4ccc(S(=O)(=O)N(C)C)cc4c3=O)CC2)c1 | 6 | -7 | -2.9 | -6 | -13 | -20 | -1.6 | 7 | 4
30 | O=C(NC1CCCC1)c1ccc(Cl)c(S(=O)(=O)N2CCOCC2)c1 | 2 | 7 | -1.6 | 6 | -4 | 20 | -1.6 | 6 | 2
31 | O=C(Nc1ccccc1N1CCN(c2ccccc2)CC1)c1ccccc1 | 3 | 2 | -2.6 | 6 | 22* | 0 | -3.0 | 1 | 2
32 | N#Cc1c(N)nc(SCC(=O)NCc2ccc3c(c2)OCO3)c(C#N)c1-c1cccs1 | 6 | -2 | -1.5 | -1 | 4 | -13 | -2.9 | 1 | 2
33 | Nc1sc2c(c1C(=O)NCCc1ccccc1)CCC2 | 5 | 32 | 1.5 | -10 | -2 | 3 | -2.0 | 9 | -1
34 | CC(NC(=O)Cc1ccc(F)cc1)c1ccccc1 (configuration not stated) | -6 | 1 | -0.8 | -2 | -11 | 2 | -5.2 | 7 | 6
35 | O=C(CCN1Cc2ccccc2C1)c1ccc2c(c1)OCCO2 | -131 | -8 | -4.8 | -1 | -5 | 8 | 0.5 | 0 | -2
36 | O=C(CCn1nc(-c2ccc(Cl)cc2)ccc1=O)N1CCN(c2ccccn2)CC1 | -2 | 4 | 1.0 | -13 | -4 | 39 | -4.0 | / | 3
37 | Cc1sc2nc(-c3cccnc3)[nH]c(=O)c2c1-c1ccccc1 | 14 | -10 | -4.2 | 3 | -11 | 4 | -4.4 | 0 | 6
38 | O=C(Cc1ccc(Br)cc1)NC1CCCCC1 | -2 | -2 | -2.8 | -4 | 6 | 6 | -2.2 | 8 | 6
39 | O=C(Cn1c2ccccc2c(=O)c2ccccc21)N/N=C/c1cc([N+](=O)[O-])ccc1N1CCCCC1 | 7 | 11 | -0.9 | 0 | 1 | 13 | -1.4 | -2 | 2
40 | C=CCn1c(N)c(C(=O)OCC)sc1=S | 2 | 27 | -2.1 | -6 | -14 | 0 | -0.8 | -1 | -4
41 | O=C(c1ccccc1-c1nc(-c2ccccc2Cl)no1)N1CCOCC1 | 5 | 45 | -2.3 | -4 | -11 | 4 | -1.3 | 10 | -2
42 | O=C(O)c1cnn(-c2nc(-c3ccc(Br)cc3)cs2)c1C(F)(F)F | -5 | / | -1.6 | -2 | 14 | 8 | 0.6 | -6 | -3
43 | O=C1CCCC1C(=O)Nc1ccc2ccccc2c1 (configuration not stated) | -1 | 28 | -1.6 | 7 | -1 | 5 | -0.3 | -9 | 1
44 | Cc1ccc(Oc2ncccc2/C=N/OCc2ccc(Cl)c(Cl)c2)cc1 | 5 | 25 | 4.7* | 8 | 3 | -8 | -0.4 | 6 | 4
45 | CCCN1CCN(CCCNC(=S)Nc2ccc3nc(N4CCN(CC)CC4)cc(C)c3c2)CC1 | -3 | 37 | -3.7 | 80* | -5 | -5 | 0.2 | 4 | -2
46 | NS(=O)(=O)c1ccc(NC(=O)c2cc(-c3ccccc3O)n[nH]2)cc1 | 15 | / | -0.2 | -9 | 12 | 17 | 0.4 | 1 | 2
47 | COc1ccc(N(Cc2cc3ccccc3[nH]c2=O)S(=O)(=O)c2ccc(C)cc2)cc1 | 5 | -21 | -3.2 | -16 | -17 | 6 | -3.4 | 3 | 4
48 | O=C(O)c1cn(-c2ccccc2)nc1-c1cccnc1 | 1 | 12 | -3.2 | -9 | -10 | -6 | -4.5 | -3 | -7
49 | Cc1ccc(Oc2cc(C)nc(-c3ccccc3O)n2)cc1 | 7 | 6 | -2.2 | 0 | -6 | 20 | 0.9 | 5 | -1
50 | CCN(CC)S(=O)(=O)c1cccc(C(=O)NC(C)C(c2cccs2)N2CCCC2)c1 (configuration not stated) | 3 | 40 | 0.8 | -1 | -13 | 1 | -1.2 | 1 | 3
51 | Cn1cnc2cc(NCc3ccccc3O)ccc21 | 10 | 19 | -3.2 | 3 | -3 | 11 | -0.8 | 5 | 2
52 | O=C(c1ccc2c3c(cccc13)CC2)C1CCCN(Cc2ccncc2)C1 (configuration not stated) | -5 | 13 | -2.8 | -20 | -1 | 13 | 0.5 | 5 | -3
